USP1-UAF1 inh = Inhibitors of USP1/UAF1: Primary Screen. recombinant USP1/UAF1, Ub-Rhodamine cleavage fluorescence. Ubiquitin carboxyl-terminal hydrolase 1 (Homo sapiens), O94782. hit rate 0.23% among 390,000. AID 743255, 2014. Potency, µM (titrated, usually from 57.1 µM), for inactives: at the top dose activity change, negative = inhibition, actives largely listed as inhibitors; also: potency is read from the fitted curve at half-maximal effect; % is scaled to controls: 0 for no effect and ±100 for the full control effect; nearly all actives have a fitted effect of over 60% in size; inactives centre near -12
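In this screen, compounds sit with the deubiquitinase complex (1nM) for 15 min at room temperature before Ub-Rho is added at 150nM final. Fluorescence rise is then followed for 6 reads every 60 seconds.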
TrxR1 inh = qHTS Assay for Inhibitors of Mammalian Selenoprotein Thioredoxin Reductase 1 (TrxR1): qHTS; Potency, µM (series often up to 114 µM), inactives show top-dose activity change, negative = inhibition, usual class: inhibitors; AID 588453, 2011; recombinant rTrxR1, NADPH fluorescence consumption, selenite substrate; Thioredoxin reductase 1, cytoplasmic (Rattus norvegicus), O89049; hit rate 1% among 390,000; also: potency is read from the fitted curve at half-maximal effect; % is scaled to controls: 0 for no effect and ±100 for the full control effect; nearly all actives have a fitted effect of over 65% in size
Target sequence (O89049 whole entry, looked up): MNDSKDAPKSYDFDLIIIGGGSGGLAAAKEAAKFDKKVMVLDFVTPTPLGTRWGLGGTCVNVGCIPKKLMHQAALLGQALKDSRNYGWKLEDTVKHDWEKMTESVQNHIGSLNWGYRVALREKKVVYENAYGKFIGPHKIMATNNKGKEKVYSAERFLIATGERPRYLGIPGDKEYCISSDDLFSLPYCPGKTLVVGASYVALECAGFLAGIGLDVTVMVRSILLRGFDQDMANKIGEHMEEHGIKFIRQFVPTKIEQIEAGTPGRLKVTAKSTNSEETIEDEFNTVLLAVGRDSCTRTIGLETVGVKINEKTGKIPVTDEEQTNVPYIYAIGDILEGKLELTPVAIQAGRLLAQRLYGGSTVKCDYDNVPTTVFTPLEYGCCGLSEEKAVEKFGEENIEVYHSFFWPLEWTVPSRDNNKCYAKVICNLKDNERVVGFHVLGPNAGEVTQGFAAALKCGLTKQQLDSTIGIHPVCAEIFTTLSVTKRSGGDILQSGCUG
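Rat TrxR1 (90 nM in the dispensed reagent) was pre-reduced with 400 uM NADPH for 5 min at room temperature, then incubated with compound for 15 min. After 400 uM selenite was added, NADPH fluorescence (Ex 340/Em 450 nm) was followed for 8 min.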
TrxR1 substrate = qHTS Assay for Substrates of Mammalian Selenoprotein Thioredoxin Reductase 1 (TrxR1): qHTS; Thioredoxin reductase 1, cytoplasmic (Rattus norvegicus), O89049; purified TrxR1 substrate turnover, NADPH consumption readout; Potency, µM (series often up to 114 µM), for inactives: at the highest dose activity change, negative = substrate turnover; hit rate 0.01% among 390,000; AID 588456, 2011; also: potency is read from the fitted curve at half-maximal effect; % is scaled to controls: 0 for no effect and ±100 for the full control effect; nearly all actives have a fitted effect of over 50% in size
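Rat TrxR1, dispensed at 90 nM, was prereduced with 400 uM NADPH (final) for 5 min at ~22 deg C, then incubated with compound 15 min before 400 uM selenite. A first-read NADPH fluorescence drop versus no-compound background flagged substrates.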
IDH1 R132H inh = qHTS for Inhibitors of mutant isocitrate dehydrogenase 1 (IDH1): qHTS | Isocitrate dehydrogenase [NADP] cytoplasmic (Homo sapiens), O75874 | IDH1-R132H enzyme, NADPH consumption, diaphorase/resazurin fluorescence | Potency, µM (doses to about 76.6 µM), for inactives: at the top dose activity change, negative = inhibition, hits mostly inhibitors | hit rate 0.093% among 390,000 | AID 602179, 2012; also: potency is read from the fitted curve at half-maximal effect; % is scaled to controls: 0 for no effect and ±100 for the full control effect; nearly all actives have a fitted effect of over 65% in size
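IDH1-R132H (0.5 ug/mL dispensed) in pH 7.5 Tris buffer was preincubated 30 min with compound, then given a substrate mix of 0.016 mM NADPH and 2 mM alpha-KG for 80 min at room temperature; remaining NADPH was read by diaphorase/resazurin fluorescence.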
LDHA inh = qHTS assay for inhibitors of human lactate dehydrogenase | L-lactate dehydrogenase A chain (Homo sapiens), P00338 | purified LDHA, NADH/diaphorase-resazurin fluorescence; stronger effect = lower value | AID 1347041, 2019 | hit rate 0.15% among 480,000 | activity change, % (values are at about 110 or 230 µM); in the data active = activity change below about -30%; inconclusive = mostly about -25% to -30%;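 also: plate controls were DMSO wells for no effect and wells without enzyme for full effect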
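Enzyme activity of human lactate dehydrogenase 5 (2 nM; 0.06 mM NADH, 0.2 mM pyruvate, 5 min, RT) is measured via a resazurin/diaphorase fluorescence readout of residual NADH.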
Glioma ERSR ind = qHTS for Inducers of the Endoplasmic Reticulum Stress Response (ERSR) in Human Glioma: qHTS; hit rate 0.02% among 420,000; U87-MG GRP78 promoter luciferase reporter, 16 h; Potency, µM, for inactives: at the highest dose activation, usual class: activators; also: potency is read from the fitted curve at half-maximal effect; series mostly up to about 76 µM; % of control where 0% means no effect; nearly all actives have a fitted effect of over 35% in size
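Stably transfected U87-MG glioma cells carrying a GRP78-based luciferase sensor; 16 h compound incubation. Luminescence end-point read 10 min after Bright-Glo addition at room temperature.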
Vif-A3F inh = qHTS for Inhibitors of Vif-A3F Interactions: qHTS. HeLa A3F-eYFP + Vif (tagged APOBEC3F with the HIV-1 protein that degrades it), YFP fluorescence increase. Potency, µM (highest dose often 46.1 µM), without a hit: at the top dose activity, negative = active. hit rate 0.2% among 390,000. AID 602313, 2012; also: potency is read from the fitted curve at half-maximal effect; % of control where 0% means no effect; nearly all actives have a fitted effect of over 65% in size
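HeLa cells stably expressing Vif plus C-terminally eYFP-tagged A3F were seeded, incubated overnight at 37 deg C, dosed with compound, incubated overnight again at 37 deg C. Yellow fluorescence (Ex 488/Em 500-530) reported blocked Vif-mediated A3F-eYFP degradation.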
Vif-A3G inh = qHTS for Inhibitors of Vif-A3G Interactions: qHTS; DNA dC->dU-editing enzyme APOBEC-3G (Homo sapiens), Q9HC16; HeLa A3G-eYFP + Vif (tagged APOBEC3G with the HIV-1 protein that degrades it), YFP fluorescence, overnight; Potency, µM (series often up to 46.1 µM), without a hit: at the highest dose activity, negative = active, actives largely listed as inhibitors; hit rate 0.076% among 410,000;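 also: potency is read from the fitted curve at half-maximal effect; % is scaled to controls: 0 for no effect and ±100 for the full control effect; nearly all actives have a fitted effect of over 60% in size; hits raise eYFP signal because A3G escapes Vif-driven loss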
Target sequence (Q9HC16 whole entry, looked up): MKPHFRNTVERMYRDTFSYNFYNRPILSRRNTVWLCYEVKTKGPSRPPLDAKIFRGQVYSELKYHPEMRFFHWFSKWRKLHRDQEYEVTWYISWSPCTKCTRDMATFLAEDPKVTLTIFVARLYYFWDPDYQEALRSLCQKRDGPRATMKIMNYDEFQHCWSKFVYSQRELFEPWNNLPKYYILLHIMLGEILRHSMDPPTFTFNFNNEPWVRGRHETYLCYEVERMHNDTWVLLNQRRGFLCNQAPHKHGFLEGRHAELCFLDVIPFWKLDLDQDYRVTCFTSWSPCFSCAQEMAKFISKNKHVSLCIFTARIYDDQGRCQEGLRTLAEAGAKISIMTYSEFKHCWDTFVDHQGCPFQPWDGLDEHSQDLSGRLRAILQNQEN
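Read-out is eYFP fluorescence (Ex 488/Em 500-530) from Vif-expressing HeLa A3G-eYFP cells; more signal means A3G escaped Vif-mediated degradation. Cells plated overnight, compound pinned in, incubated overnight at 37 deg C.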
RGS4 inh = Inhibitors of Regulator of G Protein Signaling (RGS) 4: qHTS. hit rate 0.039% among 390,000. Transcreener GDP fluorescence polarization, RGS4-accelerated GTP hydrolysis. Regulator of G-protein signaling 4 (Homo sapiens), P49798. AID 504845, 2011. Potency, µM (highest dose often 114 µM), inactives show at the top dose activity change, negative = inhibition, actives largely listed as inhibitors; also: potency is read from the fitted curve at half-maximal effect; % is scaled to controls: 0 for no effect and ±100 for the full control effect; nearly all actives have a fitted effect of over 75% in size; some results filed as inactive show a strong effect at the top dose
Target sequence (P49798 whole entry, looked up): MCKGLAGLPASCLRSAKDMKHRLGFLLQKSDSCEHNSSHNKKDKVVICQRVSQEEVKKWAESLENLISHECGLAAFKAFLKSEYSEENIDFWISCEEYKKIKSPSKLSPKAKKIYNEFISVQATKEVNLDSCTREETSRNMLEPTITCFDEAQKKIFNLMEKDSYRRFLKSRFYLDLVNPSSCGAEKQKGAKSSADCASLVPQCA
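MLSMR compounds (23 nl, pin-transferred) preincubated 10 min at room temperature with a 500nM (2x) first reagent, then RGS4 at 900nM (2x) plus Transcreener GDP mix added; fluorescence polarization (620/688 nm) read before and after 90 min at 30 °C.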
An asterisk follows results filed as active; ? = inconclusive; · = no result given; [ ] = remark or other dose. Unless noted, calls follow the shape of the dose curve; as a rule, active = well fitted curve in the direction sought with a large enough effect; inconclusive = small, poorly fitted or top-dose-only effect, or another doubt; inactive = no such curve, though single readings can be large; an effect the other way counts as inactive or inconclusive.

SMILES	USP1-UAF1 inh	TrxR1 inh	TrxR1 substrate	IDH1 R132H inh	LDHA inh	Glioma ERSR ind	Vif-A3F inh	Vif-A3G inh	RGS4 inh
COc1ccc([C@H]2CC(=O)C=C(c3ccccc3OC)C2)cc1OC	-28.5%	8.2%	-1.6%	3.0%	-1.1	-2.8%	2.3%	-6.7%	0.3%
CCC(=O)Nc1nc2ccc(S(C)(=O)=O)cc2s1	-4.0%	3.7%	6.6%	-9.0%	-2.0	2.1%	-0.4%	0.9%	-38.2%
O=C(CCc1ccccc1)Nc1nncs1	-18.7%	9.1%	-1.9%	0.0%	-2.2	-4.9%	7.7%	0.6%	-16.0%
COc1cc(C2Nc3ccccc3-c3nnc(SCc4ccc(Cl)cc4)nc3O2)ccc1OCC(=O)O (stereo unspecified)	-13.9%	-8.7%	-4.8%	-4.0%	-7.3	19.2%	-1.7%	-9.5%	-14.0%
CCC(C)NC(=O)C1CCN(C(=O)COc2ccc3c4c(c(=O)oc3c2C)CCCC4)CC1 (stereo unspecified)	-7.8%	-18.1%	3.2%	10.5%	-2.5	7.5%	-1.9%	1.9%	34.8%
CCc1nnc(NC(=O)CCC(=O)N2CCN(C3c4ccccc4-c4ccccc43)CC2)s1	?	4.2%[57.1 µM]	-7.5%[57.1 µM]	-3.1%	-2.9	-4.0%	-3.5%	1.8%	-8.4%
Cc1ccnc(NC(=O)c2sc3ccccc3c2Cl)c1	-1.9%	2.1%	7.6%	5.9%	-4.4	-9.2%	-24.6%	3.0%	34.6%
O=C(Cn1c(SCC(=O)N2CCc3ccccc3C2)nc2ccccc21)NC1CCCC1	-17.4%	13.5%	6.8%	4.0%	-4.8	-3.0%	0.1%	-7.5%	-6.6%
CN1C2=NCCN2C(=O)c2ccccc21	-14.3%	18.7%	9.7%	-5.5%	-0.9	-2.7%	-2.0%	0.9%	-7.0%
O=C(CN(C(=O)c1csnn1)c1ccccc1Cl)NCCc1ccccc1	-13.4%	8.7%	1.1%	-7.7%	-2.6	-4.8%	-4.4%	3.7%	4.2%
CCCn1c(N)c(C(=O)CN(C)CC(=O)Nc2ccc(C)cc2)c(=O)[nH]c1=O	-13.7%	14.0%[57.1 µM]	8.3%[57.1 µM]	-8.3%	1.4	-2.4%	-15.7%	0.1%	-34.6%
COCCNC(=S)N(c1ccccc1)C(C)C	-9.9%	29.5%[57.1 µM]	10.6%[57.1 µM]	17.6%	-7.0	3.6%	2.1%	-0.2%	11.2%
COc1ccccc1NC(=S)N(Cc1ccco1)Cc1cc2ccc(C)c(C)c2[nH]c1=O	-3.2%	-1.8%	-2.0%	4.5%	-4.8	-6.6%	?	-63.0%	17.4%
Cc1ccc(OCC(=O)Nc2ccc(S(=O)(=O)Nc3ncccn3)cc2)c(C(C)(C)C)c1	-25.1%	12.1%	1.6%	?	0.1	-3.1%	-3.7%	3.4%	27.2%
O=C(CCNS(=O)(=O)c1cccc2nonc12)NCCc1ccc(Cl)cc1	-28.2%	-23.5%	-9.5%	6.9%	5.9	-5.4%	·	-1.4%	18.4%
Cc1noc(NS(=O)(=O)c2ccc(NC(=O)CC(C)C)cc2)c1C	-19.7%	14.5%	3.2%	8.2%	-8.2	-5.6%	-2.1%	-7.5%	16.8%
CCSC(=Nc1ccccc1)C1=C(O)COC1=O	-10.2%	-16.7%	-6.9%	5.7%	3.4	-4.6%	2.0%	1.2%	-3.9%
CCOC(=O)c1ccc(CSc2nncn2N)o1	1.1%	9.6%	0.1%	-0.8%	-2.2	0.5%	-1.8%	1.9%	18.4%
O=C(NCCCN1CCOCC1)c1cn(-c2ccccc2)nc1-c1cccs1	-16.5%	14.5%[57.1 µM]	9.3%[57.1 µM]	4.0%	-8.0	-4.3%	-2.4%	1.0%	-47.7%
O=[N+]([O-])c1ccc(S(=O)(=O)N2CCN(c3ccc(N4CCOCC4)nn3)CC2)cc1	1.8%	14.1%	0.1%	-3.4%	-6.5	-0.8%	-6.8%	-0.6%	1.1%
O=C(CSc1nnc(NC(=O)c2ccco2)s1)Nc1ccc2c(c1)OCCO2	-18.2%	-1.2%	-9.7%	-25.6%	-5.5	-3.2%	5.3%	-12.6%	14.2%
CCc1ccccc1NC(=O)c1ccc2c(c1)CCCN2S(C)(=O)=O	-11.7%	-1.5%	-10.7%	18.0%	-8.6	-3.0%	-10.4%	1.7%	7.3%
COc1ccc(OC)c(CCNC(=O)CS(=O)(=O)Cc2nc(-c3ccccc3C)oc2C)c1	-15.6%	-10.1%	-9.5%	1.6%	-1.7	-5.6%	1.6%	-0.7%	18.2%
C=CCNC(=O)c1onc(CSc2cccc3ccccc23)c1C(=O)O	-18.6%	25.8%	-0.4%	-6.3%	-9.6	3.4%	-0.1%	2.0%	-5.6%
O=C1Nc2ccc(S(=O)(=O)NCc3ccccn3)c3cccc1c23	-5.0%	?	258.1%[activator]	13.8%	3.8	-6.1%	-15.3%	4.3%	1.6%

Other entries:
SMILES	USP1-UAF1 inh	TrxR1 inh	TrxR1 substrate	IDH1 R132H inh	LDHA inh	Glioma ERSR ind	Vif-A3F inh	Vif-A3G inh	RGS4 inh
O=C(Nc1sc2c(c1C(=O)O)CCC2)C(=O)N1CCOCC1	-23.0%	9.3%	-9.6%	2.4%	-0.7	-6.2%	0.3%	-0.2%	-45.1%
COc1ccccc1N1CCN(S(=O)(=O)CCNC(=O)c2ccc(Br)o2)CC1	3.4%	18.5%	-10.6%	0.2%	-5.7	-2.2%	0.2%	1.7%	35.6%
CCOc1cc(/C=N/NC(=O)CSc2cccc3cccnc23)ccc1O	-23.7%	-4.6%[57.1 µM]	-3.2%[57.1 µM]	5.9%	-0.7	-1.3%	2.0%	-5.4%	7.7%
Cc1cc(O)c(/C=N/Nc2cccc(Cl)c2)c(=O)o1	-5.1%	-8.0%[57.1 µM]	2.4%[57.1 µM]	8.3%	4.3	3.2%	1.6%	-17.9%	-2.6%[11.4 µM]
CC(C)(C)c1ccc(C(=O)NCCOc2ccccc2)cc1	-2.2%	24.3%	1.8%	-7.5%	-9.0	-10.5%	0.0%	-0.4%	19.5%
COc1cc(OC)cc(C(=O)NNC(=O)Cc2ccc(OC)c(S(=O)(=O)N3CCOCC3)c2)c1	-16.1%	-3.8%	-9.5%	0.0%	-3.3	-3.7%	-16.4%	1.0%	-2.5%
COc1ccc(-c2noc(C3CCCN(C(=O)c4ccccc4OC)C3)n2)cc1OC (stereo unspecified)	-3.7%	-4.7%	-3.6%	3.7%	-2.5	5.1%	-10.7%	1.5%	34.1%
CCCCCCCCCC(=O)N1CCN(c2cc3c(cc2F)c(=O)c(C(=O)O)cn3CC)CC1	1.6%	1.9%	4.6%	3.2%	2.7	-0.6%	0.3%	-2.1%	19.6%
COc1ccc(C2C(C(=O)Nc3ccccc3)=C(C)N=C3SCC(=O)N32)cc1 (stereo unspecified)	-18.9%	11.6%	2.1%	3.2%	1.0	6.9%	-4.3%	3.1%	-21.1%
COc1cccc(CC(NC(C)=O)C(=O)NC2CCN(S(=O)(=O)c3ccc(C)cc3)CC2)c1OC (stereo unspecified)	-11.3%	29.0%	1.4%	6.7%	-17.4	-2.3%	-1.7%	1.0%	25.6%
COc1cccc(N2CC(NC(=O)COc3ccc4ccccc4c3)CC2=O)c1 (stereo unspecified)	?	9.5%[57.1 µM]	-4.5%[57.1 µM]	3.0%	0.9	-0.4%	0.3%	12.2%	-15.3%
O=C(N/N=C\c1cc2c(cc1Cl)OCO2)c1ccc(Br)s1	-6.4%	10.7%	-0.4%	-17.2%	-2.6	-2.1%	-10.5%	1.9%	21.2%
COC(=O)c1cc(NC(=O)Cn2nc(-c3ccccc3)c3c(c2=O)CCCC3)cc(C(=O)OC)c1	-4.1%	6.8%	-3.6%	-2.4%	-3.4	-2.7%	5.1%	1.5%	22.6%
NC(N)=N/N=C/c1ccc(OCc2ccccc2Cl)cc1	-10.3%	4.3%[57.1 µM]	3.9%[57.1 µM]	-0.3%	-1.1	1.2%	-9.0%	-27.0%	6.0%

Taken from above:
CC(C)(C)c1ccc(C(=O)NCCOc2ccccc2)cc1 | Glioma ERSR ind = -10.5%
Cc1cc(O)c(/C=N/Nc2cccc(Cl)c2)c(=O)o1 | Glioma ERSR ind = 3.2%

Assay outcomes from PubChem BioAssay.

Not all compounds are listed. The share of hits here may be higher or lower than overall.
